Kir21 block – Kir2.1 (mouse) channel inhibition. P35561. HEK293-Kir2.1, FluxOR thallium flux fluorescence; hits give low values. B-score at 10 µM. actives 0.85% (n = 310,000). AID 1672;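 active = fluorescence ratio B-score at or below minus 3 SD of library scores, with starting-brightness B-score within 2 SD, cut at about -4.2 in these data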;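 note: channel flux triggered by added potassium and thallium sulfate stimulus; B-score of peak minus minimum fluorescence over baseline after thallium stimulus; more negative B-score means stronger Kir2.1 block with less thallium influx; some compounds called inactive have numbers as strong as hits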
Target sequence (P35561 whole entry, looked up): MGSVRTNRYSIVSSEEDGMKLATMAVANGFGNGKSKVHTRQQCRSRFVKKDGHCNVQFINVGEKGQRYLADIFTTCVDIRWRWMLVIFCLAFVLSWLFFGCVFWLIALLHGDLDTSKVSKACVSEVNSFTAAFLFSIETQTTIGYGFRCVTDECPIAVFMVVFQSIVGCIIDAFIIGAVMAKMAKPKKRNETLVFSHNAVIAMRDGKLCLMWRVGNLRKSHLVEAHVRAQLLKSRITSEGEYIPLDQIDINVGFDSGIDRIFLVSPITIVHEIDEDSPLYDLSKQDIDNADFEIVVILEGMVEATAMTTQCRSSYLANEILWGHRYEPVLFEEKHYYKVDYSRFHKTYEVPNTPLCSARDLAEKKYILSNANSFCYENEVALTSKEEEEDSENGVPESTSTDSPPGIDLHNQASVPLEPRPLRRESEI
CHT inh – human CHT choline transport inhibition. CHT-expressing cells, membrane potential dye, choline response; hits give low values. AID 488975. Q9GZV3. actives 0.86% (n = 310,000). B-score at 10 µM;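 active = B-score over 3 SD under the library average, and starting fluorescence ratio not unusually high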;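 note: choline stimulus applied at its EC90 after an EC20 pre-addition; B-score computed on integrated fluorescence ratio after choline addition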
Target sequence (Q9GZV3 whole entry, looked up): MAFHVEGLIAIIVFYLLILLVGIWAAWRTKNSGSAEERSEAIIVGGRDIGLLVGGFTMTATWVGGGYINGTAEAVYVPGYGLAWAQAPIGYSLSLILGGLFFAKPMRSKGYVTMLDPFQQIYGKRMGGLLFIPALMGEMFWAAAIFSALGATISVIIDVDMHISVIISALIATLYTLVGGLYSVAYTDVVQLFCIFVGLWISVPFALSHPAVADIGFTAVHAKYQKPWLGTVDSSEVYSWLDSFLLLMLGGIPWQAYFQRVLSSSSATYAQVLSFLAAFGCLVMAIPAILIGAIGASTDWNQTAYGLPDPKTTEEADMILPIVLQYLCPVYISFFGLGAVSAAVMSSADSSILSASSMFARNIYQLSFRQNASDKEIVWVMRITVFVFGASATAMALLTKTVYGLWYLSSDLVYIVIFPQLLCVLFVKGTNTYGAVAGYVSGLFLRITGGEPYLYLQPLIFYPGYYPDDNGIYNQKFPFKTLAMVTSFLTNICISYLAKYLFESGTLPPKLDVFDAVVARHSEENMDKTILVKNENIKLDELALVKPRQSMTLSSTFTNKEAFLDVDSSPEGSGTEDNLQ
An asterisk follows results filed as active.

How did CC1CCCN(c2ccc(C(=O)NCC3CCCO3)cn2)C1 (stereo not given) do in these assays?
Kir21 block: 1.3; CHT inh: inactive

How did O=C(NNC(=S)Nc1ccccc1)C1CCCCC1 do in these assays?
Kir21 block: 0.21; CHT inh: inactive

Results for CC(C)c1ccc(OCc2ccc(C(=O)N(C)C)o2)cc1 ?
Kir21 block: 0; CHT inh: inactive

Results for O=C(N/N=C/c1ccc(Br)cc1)c1ccccc1-n1cccc1 ?
Kir21 block: 0.5; CHT inh: inactive

What do the screens show for `Cc1nonc1NC(=O)CSc1nc2ccccc2[nH]1`?
Kir21 block: 0.7; CHT inh: inactive

How did O=C(CSc1nnc(CNC(=O)c2c(F)cccc2Cl)o1)Nc1ccccc1 do in these assays?
Kir21 block: 0.83; CHT inh: inactive

What do the screens show for `COC(=O)C(NC(C)=O)(Nc1sc2c(c1C(N)=O)CCCC2)C(F)(F)F` (stereo not given)?
Kir21 block: 1.9; CHT inh: inactive

Results for O=C(NCCS(=O)(=O)N1CCN(c2ccc(F)cc2)CC1)c1ccc2c(c1)OCO2 ?
Kir21 block: -0.93; CHT inh: inactive

What do the screens show for `CCOc1ccc(S(=O)(=O)NCc2ccccn2)cc1NC(=O)c1ccccc1`?
Kir21 block: -0.15; CHT inh: inactive

What do the screens show for `CN(C(=O)C1CCCO1)c1nnc(-c2cnccn2)s1` (stereo not given)?
Kir21 block: -0.22; CHT inh: inactive

Quoted from the results shown (3 entries):
Results for O=C(NCCS(=O)(=O)N1CCN(c2ccc(F)cc2)CC1)c1ccc2c(c1)OCO2 ?
Kir21 block: -0.93; CHT inh: inactive

What do the screens show for `CCOc1ccc(S(=O)(=O)NCc2ccccn2)cc1NC(=O)c1ccccc1`?
Kir21 block: -0.15; CHT inh: inactive

What do the screens show for `CN(C(=O)C1CCCO1)c1nnc(-c2cnccn2)s1` (stereo not given)?
Kir21 block: -0.22; CHT inh: inactive

The listing picks up, starting five compounds before the break.
How did O=C(CSc1nnc(CNC(=O)c2c(F)cccc2Cl)o1)Nc1ccccc1 do in these assays?
Kir21 block: 0.83; CHT inh: inactive

What do the screens show for `COC(=O)C(NC(C)=O)(Nc1sc2c(c1C(N)=O)CCCC2)C(F)(F)F` (stereo not given)?
Kir21 block: 1.9; CHT inh: inactive

Results for O=C(NCCS(=O)(=O)N1CCN(c2ccc(F)cc2)CC1)c1ccc2c(c1)OCO2 ?
Kir21 block: -0.93; CHT inh: inactive

What do the screens show for `CCOc1ccc(S(=O)(=O)NCc2ccccn2)cc1NC(=O)c1ccccc1`?
Kir21 block: -0.15; CHT inh: inactive

What do the screens show for `CN(C(=O)C1CCCO1)c1nnc(-c2cnccn2)s1` (stereo not given)?
Kir21 block: -0.22; CHT inh: inactive

What do the screens show for `CN1CCN(C(=O)CCc2nc(-c3ccc(Cl)cc3)no2)CC1`?
Kir21 block: -0.44; CHT inh: inactive

Results for CN1CCN(C(CNC(=O)C(=O)Nc2ccc3c(c2)OCCO3)c2ccc(F)cc2)CC1 (stereo not given) ?
Kir21 block: -0.48; CHT inh: inactive

Results for COc1ccc(-c2nnn(CC(=O)c3c[nH]c4ccccc34)n2)cc1OC ?
Kir21 block: 0.07; CHT inh: inactive

Results for Cc1ccc(-n2c3c(cc(C(=O)NCC(=O)c4ccccc4)c2=O)C(=O)CCC3)cc1 ?
Kir21 block: -0.1; CHT inh: inactive

Results for O=C(O)CCCCCNC(=O)Nc1ccc2c(c1)OCCO2 ?
Kir21 block: -0.04; CHT inh: inactive

How did COC(=O)c1c(NC(=O)c2ccccc2)sc(C(=O)c2ccccc2)c1C do in these assays?
Kir21 block: -2.9; CHT inh: inactive

Results for COCCOc1nc2ccccc2nc1C ?
Kir21 block: 0.1; CHT inh: inactive

Results for O=C(CSc1nnc(Cc2ccccc2)o1)NCc1ccc2c(c1)OCO2 ?
Kir21 block: 0.12; CHT inh: inactive

What do the screens show for `CC1CN(C(=O)NCc2ccccc2)c2cc(Cl)ccc2O1` (stereo not given)?
Kir21 block: -0.41; CHT inh: inactive

What do the screens show for `NS(=O)(=O)c1ccc(NC(=O)C(=O)NCCC(=O)O)cc1`?
Kir21 block: -1.4; CHT inh: inactive

Results for O=C(CSc1nnnn1-c1ccc(Cl)cc1)Nc1cccnc1Cl ?
Kir21 block: -0.28; CHT inh: inactive

How did CN(C)c1nc2n(c(=S)n1)CCS2 do in these assays?
Kir21 block: 1.6; CHT inh: inactive

What do the screens show for `CCOC(=O)n1c(=O)n(Cc2ccc(F)cc2)c2ccccc21`?
Kir21 block: -2.1; CHT inh: inactive

What do the screens show for `COc1ccccc1OCC(=O)N(Cc1nc(-c2ccccc2)no1)C(C)C`?
Kir21 block: -0.02; CHT inh: inactive

Results for N#Cc1c(N2C(=O)C3C4C=CC(C4)C3C2=O)sc2c1CCC2 (stereo not given) ?
Kir21 block: -0.66; CHT inh: inactive

What do the screens show for `COc1ccc(OC)c(N(CC(=O)NC2CCCCCC2)S(=O)(=O)c2ccc(C)cc2)c1`?
Kir21 block: -1; CHT inh: inactive

Results for Cc1nnc(SCCN2CCOCC2)n1-c1cccc(Cl)c1 ?
Kir21 block: -0.71; CHT inh: inactive

Results for C=CCN(C(=O)CNC(=O)c1ccco1)C(C(=O)NC1CCCCC1)c1ccc(OC)cc1 (stereo not given) ?
Kir21 block: 1.3; CHT inh: inactive

How did O=C(Nc1ccc2[nH]ccc2c1)c1ccc(F)cc1 do in these assays?
Kir21 block: 0.72; CHT inh: inactive

What do the screens show for `Cn1cc(C(=O)N/N=C/c2cc(Br)cs2)c2ccccc21`?
Kir21 block: -0.02; CHT inh: inactive

Results for O=C(OCc1nnc(-c2ccccc2)o1)C1CC(=O)N(Cc2ccco2)C1 (stereo not given) ?
Kir21 block: -0.08; CHT inh: inactive

How did Cc1cccc(/C=C2\Sc3ccc(C(=O)N4CCCCC4)cc3N(C)C2=O)c1 do in these assays?
Kir21 block: 0.25; CHT inh: inactive

What do the screens show for `CC(C)(C)NC(=O)c1cnn(-c2ccccc2)c1NC(=O)c1ccccc1`?
Kir21 block: -1.4; CHT inh: inactive

How did C/[N+]([O-])=C\C1C(=O)CC(C)(C)CC1=O do in these assays?
Kir21 block: -1.8; CHT inh: inactive

Results for O=c1nc(NC2CCCC2)ccn1Cc1cccc(Br)c1 ?
Kir21 block: -1.2; CHT inh: inactive

What do the screens show for `CC1(C)CC(=O)C(C=NCC2CCNCC2)=C(O)C1`?
Kir21 block: -0.96; CHT inh: inactive

How did CCN(CC)CCOC(=O)c1ccc(N/C=C(/C#N)c2nc(-c3cc4ccccc4oc3=O)cs2)cc1 do in these assays?
Kir21 block: -0.03; CHT inh: inactive

How did COc1ccc(OC)c(NC=C2C(=O)OC3(CCCCC3)OC2=O)c1 do in these assays?
Kir21 block: 0.09; CHT inh: inactive

How did O=C(NCCO)C(O)C(O)C(=O)NCCO (stereo not given) do in these assays?
Kir21 block: -2.8; CHT inh: inactive

How did CCN(CC(=O)Nc1c(F)cccc1F)C(=O)c1cc(S(=O)(=O)N(CC)CC)ccc1N1CCCCC1 do in these assays?
Kir21 block: 0.71; CHT inh: inactive

What do the screens show for `COc1cccc(C(=O)N2CCC(C(=O)NCc3ccco3)CC2)c1`?
Kir21 block: -0.41; CHT inh: inactive

How did CCNC(=S)NN(c1ccccc1)c1ccccc1 do in these assays?
Kir21 block: 1.3; CHT inh: inactive

How did Cc1ccc(C(=O)NNC(=O)CCN2C(=O)C3CCCCC3C2=O)cc1 (stereo not given) do in these assays?
Kir21 block: 0.85; CHT inh: inactive

How did O=C(Oc1cccc2cccnc12)c1ccco1 do in these assays?
Kir21 block: 0.29; CHT inh: inactive

Results for O=C(NCc1cccnc1)C1c2ccccc2C(=O)N1C1CCCCCC1 (stereo not given) ?
Kir21 block: 1.5; CHT inh: inactive

Results for O=[N+]([O-])/C(C(Cl)=C(Cl)Cl)=C1\Nc2ccccc2O1 ?
Kir21 block: 0; CHT inh: inactive

What do the screens show for `N=c1scc(-c2ccccc2)n1/N=C/c1ccco1`?
Kir21 block: -2; CHT inh: inactive

Results for C/C(=N\NC(=S)NCc1ccccc1)c1ccc(Cl)s1 ?
Kir21 block: 0.03; CHT inh: inactive

Results for Cc1ccccc1-c1ccc(=O)n(CC(=O)Nc2ccc(S(=O)(=O)N(C)C)cc2)n1 ?
Kir21 block: -1.2; CHT inh: inactive

How did Cc1cc(SCC#N)nc2ccccc12 do in these assays?
Kir21 block: -1.1; CHT inh: inactive

How did CCn1c(C(C#N)/C(=N\S(=O)(=O)c2cccs2)c2ccccc2)nc2ccccc21 (stereo not given) do in these assays?
Kir21 block: 0.67; CHT inh: inactive

Results for CNC(=O)CCc1ccc(OC)cc1 ?
Kir21 block: -1.2; CHT inh: inactive

How did CN1C(C)(C)CCCC1(C)C do in these assays?
CHT inh: inactive

What do the screens show for `Cc1cccc(-n2ncc3c(NNC(=O)c4ccco4)ncnc32)c1`?
Kir21 block: -0.99; CHT inh: inactive

Results for Cc1cc(Cl)cc(C)c1OCCNCc1ccccc1 ?
Kir21 block: -11; CHT inh: inactive

How did CC(=O)c1cc2c(cc1NS(=O)(=O)c1ccc3c(c1)OCCO3)OCO2 do in these assays?
Kir21 block: 1.7; CHT inh: inactive

What do the screens show for `Cc1cc2ncn(C(=O)c3ccc(F)cc3)c2cc1C`?
Kir21 block: 0.41; CHT inh: inactive

What do the screens show for `COc1cccc(-c2nc(CS(=O)(=O)CC(=O)NCCc3ccc(C)cc3)c(C)o2)c1`?
Kir21 block: 0.01; CHT inh: inactive

How did NC(=O)C1CCN(CC(=O)NC(=O)NC2CCCC2)CC1 do in these assays?
Kir21 block: 0.69; CHT inh: inactive

Results for Cc1oc2c(c1C(=O)NCCCC(=O)O)CCCC2 ?
Kir21 block: 0.12; CHT inh: inactive

How did Cn1ncc(Br)c1C(=O)NC1CCCCC1 do in these assays?
Kir21 block: 0.47; CHT inh: inactive

How did O=C(CSc1ccc(-c2ccccn2)nn1)Nc1ccc(F)c(F)c1 do in these assays?
Kir21 block: 0.39; CHT inh: inactive

What do the screens show for `COc1ccc(Cl)cc1C(=O)NNC(=S)NC1CCCCC1`?
Kir21 block: 1.6; CHT inh: inactive

What do the screens show for `COc1ccc(-n2c(N)c(C(=O)Nc3c(C)n(C)n(-c4ccccc4)c3=O)c3nc4ccccc4nc32)cc1`?
Kir21 block: 0.34; CHT inh: inactive

What do the screens show for `Brc1ccc(-c2nnc3c4ccccc4nc(N4CCOCC4)n23)cc1`?
Kir21 block: -0.05; CHT inh: inactive

Results for COCC(=O)Nc1cc(OC)cc(OC)c1 ?
Kir21 block: -0.42; CHT inh: inactive

What do the screens show for `CCNC(=S)N/N=C/c1cc(Br)cc(Br)c1OC`?
Kir21 block: 1.7; CHT inh: inactive

How did O=C1CS/C(=C\[N+](=O)[O-])N1c1ccccc1 do in these assays?
Kir21 block: 1.4; CHT inh: inactive

What do the screens show for `Cc1ccc(NC(=O)CN2C(=O)NC(Cc3ccccc3)C2=O)cc1` (stereo not given)?
Kir21 block: -0.01; CHT inh: inactive

How did Cc1ccc(C(=O)Nc2nnc(SCC(=O)N3CCCc4ccccc43)s2)cc1 do in these assays?
Kir21 block: 0.66; CHT inh: inactive

What do the screens show for `Cc1cccc(C)c1NC(=S)NC(=O)c1ccccc1F`?
Kir21 block: 0.08; CHT inh: inactive

How did CN(C)S(=O)(=O)c1cc(C(=O)NCC2CCCO2)c(Cl)cc1Cl (stereo not given) do in these assays?
Kir21 block: -0.39; CHT inh: inactive

How did COc1ccc(N2CCN(C(=O)c3cc4ccccc4o3)CC2)cc1 do in these assays?
Kir21 block: 1.5; CHT inh: inactive

How did CN(CC(=O)NCc1cccnc1)S(=O)(=O)c1ccc2c(c1)c(=O)n(C)c(=O)n2C do in these assays?
Kir21 block: -0.28; CHT inh: inactive

What do the screens show for `COc1ccc(OC)c(NC(=O)CCc2nnc3ccc(NCc4ccco4)nn23)c1`?
Kir21 block: -0.77; CHT inh: inactive

How did COc1ccc(CNC(=O)C2CCC(CNc3nc(=S)[nH]c4ccccc34)CC2)cc1 (stereo not given) do in these assays?
Kir21 block: -2; CHT inh: inactive

What do the screens show for `O=C1c2c(O)cccc2Cc2cccc(O)c21`?
CHT inh: inactive

How did CN(c1ccccc1)S(=O)(=O)c1cccc(NC(=O)CC(C)(C)C)c1 do in these assays?
Kir21 block: 0.03; CHT inh: inactive

How did Cn1c(CNC(=O)c2ccco2)nnc1SCC(=O)N1CCN(c2ccccc2F)CC1 do in these assays?
Kir21 block: 2.1; CHT inh: inactive

How did Cn1nc(C(F)(F)F)c(C(=O)Nc2ccc(F)cc2)c1Cl do in these assays?
Kir21 block: 2; CHT inh: inactive

Results for CCOC(=O)C1=C(C)OC(N)=C(C#N)C1c1ccc(OC)c(CSc2ccccn2)c1 (stereo not given) ?
Kir21 block: 0.87; CHT inh: inactive

How did CC(=O)c1ccc(NC(=O)CCc2nnc3ccc(N4CCC5(CC4)OCCO5)nn23)cc1 do in these assays?
Kir21 block: -0.37; CHT inh: inactive

What do the screens show for `Cc1ccc(NCCC(=O)c2ccccc2)cc1Cl`?
Kir21 block: -0.11; CHT inh: inactive

Results for Cc1ccc(S(=O)(=O)N2CCCC(C(=O)NCCCN3CCCCC3C)C2)cc1 (stereo not given) ?
Kir21 block: -0.37; CHT inh: inactive

What do the screens show for `CC(C)[C@H](N)c1cn([C@@H](CO)C(=O)N2CCNCC2)nn1`?
CHT inh: inactive

Results for COc1ccc([N+](=O)[O-])cc1NC(=O)Nc1ccc(OC)c(OC)c1 ?
Kir21 block: 0.04; CHT inh: inactive

How did Cn1ccnc1C(=O)c1ccc(NN)c([N+](=O)[O-])c1 do in these assays?
Kir21 block: -0.08; CHT inh: inactive

How did Cc1cc(N2C(=O)C(O)=C(C(=O)c3ccc(C)o3)C2c2ccc(OCc3ccccc3)cc2)no1 (stereo not given) do in these assays?
Kir21 block: 0.93; CHT inh: inactive

Results for O=C(COC(=O)c1c(Cl)cccc1Cl)Nc1ccccc1Br ?
Kir21 block: 0.01; CHT inh: inactive

Assay outcomes: PubChem BioAssay, Johns Hopkins Ion Channel Center
